GALK inhibitor: GALK (human) enzyme inhibition | recombinant GALK, Kinase-Glo ATP luminescence, 1 h | Potency, µM (titrated, usually from 57.5 µM), without a hit: at the highest dose activity, negative = inhibition, actives largely listed as inhibitors | 44,000 tested, under 10 active | AID 1347072;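 also: plate controls were full GALK reaction for no effect and reaction lacking GALK for full effect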
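Luminescent ATP-depletion readout (Kinase-Glo Plus, 10 min) after 1 h RT reaction of 5 nM GALK, 35 uM ATP, 100 uM galactose, pH 8.0 HEPES buffer. Decreased kinase activity scored as inhibition.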
NTMT1 inhibitor: blocks human N-terminal methyltransferase 1 activity | Potency, µM (titrated, usually from 114 µM), for inactives: top-dose activity change, negative = inhibition, hits mostly inhibitors | NTMT1 MTase-Glo SAH luminescence, purified enzyme | 59,000 compounds, 2.5% hits | AID 1645870;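 also: potency is read from the fitted curve at half-maximal effect; plate controls were DMSO vehicle for no effect and no enzyme for full effect; nearly all actives have a fitted effect of over 65% in size; many of its hits are not listed in these tables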
Target sequence (Q9BV86 whole entry, looked up): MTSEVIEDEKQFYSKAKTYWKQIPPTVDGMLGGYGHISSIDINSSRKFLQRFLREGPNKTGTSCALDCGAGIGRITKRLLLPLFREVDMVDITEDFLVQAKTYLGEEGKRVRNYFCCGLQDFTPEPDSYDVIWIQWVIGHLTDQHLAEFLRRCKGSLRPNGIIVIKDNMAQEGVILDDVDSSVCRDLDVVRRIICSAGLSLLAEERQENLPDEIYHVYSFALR
FH mod: Identification of activators of human fumarate hydratase by quantitative high-throughput screening; FH coupled MDH/diaphorase resazurin fluorescence, 15 min; 54,000 compounds, 0.22% hits; AID 1347055, 2019; Potency, µM (doses to about 79.9 µM), without a hit: top-dose activity change, negative = inhibition, hits mostly inhibitors; also: potency is read from the fitted curve at half-maximal effect; % is scaled to controls: 0 for no effect and ±100 for the full control effect; the screen sought activators but most active calls are inhibition curves; nearly all actives have a fitted effect of over 45% in size
Target sequence (P07954 whole entry, looked up): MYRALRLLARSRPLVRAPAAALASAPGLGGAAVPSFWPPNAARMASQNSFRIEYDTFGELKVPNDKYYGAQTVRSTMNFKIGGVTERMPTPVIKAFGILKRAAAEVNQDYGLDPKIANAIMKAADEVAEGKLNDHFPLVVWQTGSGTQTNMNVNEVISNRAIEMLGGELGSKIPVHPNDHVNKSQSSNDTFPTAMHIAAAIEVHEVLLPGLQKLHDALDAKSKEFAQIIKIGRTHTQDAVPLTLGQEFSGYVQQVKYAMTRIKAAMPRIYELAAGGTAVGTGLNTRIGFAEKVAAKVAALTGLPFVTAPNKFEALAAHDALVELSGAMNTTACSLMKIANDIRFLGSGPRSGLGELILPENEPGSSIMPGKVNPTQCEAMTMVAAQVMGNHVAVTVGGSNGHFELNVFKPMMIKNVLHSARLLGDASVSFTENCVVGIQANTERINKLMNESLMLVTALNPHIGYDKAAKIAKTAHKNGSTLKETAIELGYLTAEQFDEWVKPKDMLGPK
B2AR arrestin ag: agonists recruiting beta-arrestin to human beta2-adrenergic receptor. P07550. HTLA Tango cells, beta-arrestin recruitment, luciferase luminescence, 18 h. Potency, µM (highest dose often 46.1 µM), for the others: at the top dose activation, hits mostly activators. 44,000 tested, under 10 active;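 also: potency is read from the fitted curve at half-maximal effect; 0% = DMSO and full agonism = EC100 isoproterenol or metaproterenol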
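Tango cell line, 1% FBS DMEM; cpd titration up to 46 microM; 18 hr, 37 degrees C, 5% CO2. Luciferin/ATP substrate mix added, 15 min RT, luminescence. %Activity, CRC fitting, curve-class categorization.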
p53null 32C tox: selectivity test: cytotoxicity in p53 null cells, permissive temperature | H1299-neo p53 null cells, ATP luminescence, 24 h, 32C | Potency, µM (series often up to 46.1 µM), for the others: top-dose activity change, negative = cytotoxicity, most hits filed as cytotoxic | 55,000 compounds, 0.62% hits;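 also: potency is read from the fitted curve at half-maximal effect; 0% = DMSO only and -100% = full killing by 100 µM tamoxifen; nearly all actives have a fitted effect of over 55% in size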
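H1299-neo (p53 null) cells, 600/well, treated 24 h at 32C with compound up to 46 uM; ATPlite luminescence viability, normalized to DMSO and 100 uM tamoxifen; AC50 by Hill fit.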
TSG101-PTAP inh: TSG101-PTAP interaction inhibition, HIV-1 budding; Q99816; Fluorescence polarization, FITC-PTAP peptide/Tsg101, 20 min; Potency, µM (series often up to 115 µM), without a hit: at the top dose activity change, negative = inhibition, actives largely listed as inhibitors; 44,000 tested, under 10 active; AID 1347069; also: potency is read from the fitted curve at half-maximal effect; 0% is about no effect
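FITC-labeled PTAP peptide (50 nM final) binding to Tsg101 binding domain (10 uM final) read by fluorescence polarization after 20 min at r.t. in HEPES pH 7.5 buffer. Actives by CRC class, <25 µM.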
p53null 39C kill: p53 null cell cytotoxicity, nonpermissive temperature; H1299 p53-null (neo) cells, 39C, ATPlite viability, 24 h; Potency, µM (series often up to 46.1 µM), without a hit: at the highest dose activity, negative = cell killing, actives largely listed as cytotoxic; 55,000 compounds, 0.97% hits; AID 904;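 also: potency is read from the fitted curve at half-maximal effect; 0% = DMSO only and -100% = full killing by 100 µM tamoxifen; nearly all actives have a fitted effect of over 50% in size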
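ATP-luminescence viability readout (ATPlite, 20 min RT) after 24 hr compound treatment at 39C of H1299-neo or H1299-p53A138V cells; titration up to 46 uM; normalized to DMSO and 100 uM tamoxifen; Hill-fit AC50.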
* = called active by the depositor; ? = inconclusive; nt = no result given; [ ] = remark or other dose. Calls follow the shape of the dose curve; as a rule, active = well fitted curve in the direction sought with a large enough effect; inconclusive = small, poorly fitted or top-dose-only effect, or another doubt; inactive = no such curve, though single readings can be large; an effect the other way counts as inactive or inconclusive. Not all compounds are listed; count on the stated rates, not on these rows.

SMILES	GALK inhibitor	NTMT1 inhibitor	FH mod	B2AR arrestin ag	p53null 32C tox	TSG101-PTAP inh	p53null 39C kill
O=C(COc1ccccc1Cl)Nc1ccc2nc(SCC(=O)N3CCOCC3)sc2c1	0%	-4%	-3%	-4%	-11%	-2%	-10%
O=C(C1COc2ccccc2O1)N(Cc1cccnc1)c1nc2c(Cl)cccc2s1 (stereo not drawn)	-2%	-2%	6%	-3%	-3%	-4%	8%
CCC(=O)Nc1ccccc1-c1nc2ccccc2n(CC(=O)c2ccc(C)cc2)c1=O	0%	6%	12%	-3%	-1%	3%	-19%
CCCCN(CC)CCNC(=O)c1cc2c(=O)n(CC)c3ccccc3c2s1	2%	?	-17%	0%	-1%	2%	2%
COc1ccc(/C=C/C(=O)Nc2nc(-c3cccs3)ns2)cc1	7%	5%	8%	-4%	-11%	1%	-13%
Cc1ccc(NC(=O)c2cc(S(=O)(=O)N3CCc4ccccc43)ccc2F)cc1Cl	4%	1%	?	0%	-1%	-2%	2%
C=Cc1ccc(Cn2c(C(=O)O)c(CNC3CCCCC3)c3ccc(C)cc32)cc1	3%	7%	-4%	0%	-2%	-1%	3%
CC(C)NC(=O)CN1C(=O)c2cccnc2Sc2ccccc21	-1%	-1%	6%	-1%	-5%	-10%	5%
CC(C)(C)c1ccc(-c2nnc(-c3ccccc3NC(=O)c3ccc(F)cc3F)o2)cc1	10%	-1%	3%	6%	3%[9.22 µM]	2%	-2%
Cc1ccc(C)c(NC(=O)Cn2c(=O)n(Cc3ccc4c(c3)OCO4)c(=O)c3ccc(C(=O)NC4CCCCC4)cc32)c1	-1%	15%	8%	0%	-4%	-2%	-9%
COc1ccc(OC)c(NC(=O)c2nc(S(=O)(=O)Cc3ccc(F)cc3)ncc2Cl)c1	0%	14%	-7%	-2%	?	6%	25µM*
CCC(C(=O)Nc1cccc(Cl)c1C)n1nc(-c2ccc(C)cc2)ccc1=O (stereo not drawn)	-3%	79µM*	-8%	-1%	7%	0%	-8%
O=S(=O)(NCC(c1ccco1)N1CCOCC1)c1ccc(Br)cc1 (stereo not drawn)	2%	-5%	-5%	-2%	-9%	-4%	32%[activator]
CCOC(=O)Cc1ccc(NC(=O)n2ncc3c(C)cccc32)cc1	6%	nt	nt	1%	-26%	-7%	?
Cc1cc(C)n(CCc2nc3c4ccccc4nc(SCc4ccc(Cl)cc4)n3n2)n1	1%	7%	6%	-3%	-4%	0%	2%
COc1ccc(NC(=O)c2cnc(Nc3ccc(C)c(Cl)c3)c3ccccc23)cc1OC	6%	0%	-1%	1%	-6%	0%	-15%
Cc1noc(Cn2c(=O)c3ccccc3n(CC(=O)Nc3ccc(C(C)C)cc3)c2=O)n1	1%	12%	-10%	2%	6%	-7%	-8%
COc1ccc(-c2cn3c(n2)sc2cc(C(=O)Nc4ccc(C)c(Cl)c4)ccc23)cc1	2%	?	0%	0%	5%	-6%	-10%
COc1cccc(OC)c1C(=O)Nc1ccc(-c2nc3ncccc3o2)cc1	5%	3%	3%	0%	-1%	2%	-18%
CCN(Cc1ccccc1)C(=O)CCNS(=O)(=O)c1ccc2c(c1)CC(C)N2C(C)=O (stereo not drawn)	4%	4%	-40%	0%	-10%	4%	0%
CCc1ccc(NC(=O)CC2C(=O)N(c3cccc(C)c3)C(=O)N2Cc2cccc(OC)c2)cc1 (stereo not drawn)	1%	nt	nt	0%	2%	-1%	16%
CCOc1ccc(CCNC(=O)CSc2nnnn2-c2ccccc2)cc1OCC	0%	3%	-11%	1%	-3%[9.22 µM]	-4%	7%
CCOC(=O)c1c(NC(=O)c2ccc(F)cc2)sc2c1CCC(CC)C2 (stereo not drawn)	-3%	3%	-5%	-2%	4%	-2%	-1%
Cc1ccc(Nc2ncc(C(=O)N3CCN(c4cccc(Cl)c4)CC3)c3ccccc23)cc1Cl	6%	3%	-16%	0%	-7%	-2%	-13%
COc1ccccc1/C=C/c1nc(C#N)c(NCC(C)C)o1	6%	-1%	?	0%	0%	-2%	13%
SMILES	GALK inhibitor	NTMT1 inhibitor	FH mod	B2AR arrestin ag	p53null 32C tox	TSG101-PTAP inh	p53null 39C kill
Cc1ccc(OCc2ccc(-c3nc(C#N)c(N4CCN(c5cccc(Cl)c5)CC4)o3)o2)cc1	-5%	6%	5%	-4%	-4%	-7%	15%
COc1ccc(CCNC(=O)Cn2c(C)c3cnn(-c4ccccc4)c(=O)c3c2C)cc1OC	4%	-3%	-22%	-3%	-2%	-2%	-13%
COc1ccc(NC(=O)CSc2nc(-c3ccc(OC)cc3)[nH]c2-c2ccc(OC)cc2)cc1	-11%	1%	-19%	1%	-4%	4%	-23%
COc1ccc(CCNC(=O)c2cc(-c3ccc(C)cc3)nc3n[nH]c(-c4ccc(F)cc4)c23)cc1OC	0%	9%	-25%	-2%	-15%	-6%	2%
CC1=C(C(=O)Nc2cccnc2)C(c2ccc(F)cc2)n2nc(-c3cccc(C)c3)nc2N1 (stereo not drawn)	2%	14%	7%	1%	-6%	-3%	12%
Cc1ccc(Nc2nnc(-c3ccc(C)c(S(N)(=O)=O)c3)c3ccccc23)cc1	0%	12%	?	-1%	69%[activator]	-3%	11%
O=C(CNC(=O)c1ccc(F)cc1)OCc1cc(=O)n2nc(C3CCCCC3)sc2n1	0%	3%	-20%	-1%	-12%	0%	-9%
CC(=O)c1cccc(NC(=O)c2ccc3c(c2)c(C)c(C)n3Cc2ccc(Cl)cc2)c1	0%	-2%	-19%	1%	10%	9%	-18%
O=C(Nc1cccc(Cl)c1Cl)c1cc(S(=O)(=O)N2CCC3(CC2)OCCO3)ccc1F	2%	-5%	-23%	-1%	-7%	-2%	3%
Cc1ccn2c(=O)c(C(=O)NC(C)c3ccccc3)c(O)nc2c1 (stereo not drawn)	-4%	1%	-8%	-1%	-17%	-1%	8%
CCOC(=O)C1=C(CN2CCN(c3ccccc3)CC2)NC(=O)NC1c1ccc(C)cc1 (stereo not drawn)	1%	3%	-9%	1%	6%	-4%	5%
CCCCn1c(C(C)NC(=O)c2ccccc2)nc2ccccc21 (stereo not drawn)	-1%	4%	0%	0%	9%	1%	-8%
COc1cc2c(=O)c(S(=O)(=O)c3ccc(F)cc3)cn(Cc3ccc(Cl)cc3)c2cc1OC	-1%	2%	2%	-2%	32%[activator]	3%	6%
CC(=O)N1CCCc2cc(S(=O)(=O)N3CCC(C(=O)N(Cc4ccccc4)C(C)C)CC3)ccc21	2%	3%	-2%	0%	-5%	-2%	12%
CC(C)Oc1ccc(CNC(=O)c2ccc3c(c2)nc2n3CCOC2)cc1	-2%	-8%	-4%	1%	0%	0%	20%
Cc1ccc(Cl)cc1NC(=O)CSC1=Nc2ccccc2C2=NC(Cc3ccccc3)C(=O)N12 (stereo not drawn)	-3%	0%	?	0%	14%	-1%	?
CCc1ccc2oc(C(=O)Nc3ccccc3OC)cc(=O)c2c1	-9%	?	6%	0%	0%	-4%	14%
Cc1cccc(C(=O)Nc2c(C(=O)NCc3ccc(Cl)cc3)sc3nc(C)cc(C)c23)c1	0%	11%	-3%	0%	-20%	2%	?
COc1ccc(C(=O)Nc2ccc3oc(-c4cc(Cl)ccc4Cl)nc3c2)cc1Br	0%	79µM*	-3%	0%	-12%	2%	-22%
COc1cccc(-n2c(-c3ccc(C)cc3)cc3c2CC(C)(C)CC3=O)c1	-2%	?	-16%	0%	-5%	0%	4%
COc1ccc(/C=C\c2onc(C)c2S(=O)(=O)N2CCC(C(=O)Nc3ccc(F)cc3F)CC2)cc1	1%	?	-2%	0%	-4%	-1%	-4%
CCOc1ccc(NC(=O)CN2CCN(CC(=O)Nc3ccc(F)cc3F)CC2)cc1	-1%	?	?	0%	-8%	-1%	-4%
O=C(Nc1ccccc1C(=O)O)c1cccc(S(=O)(=O)N2CCCC2)c1	0%	?	-12%	-2%	?	2%	?
Cn1c(=O)cc(OCC(=O)N2CCN(c3ccc(F)cc3)CC2)c2ccccc21	8%	23%	-6%	1%	-3%	0%	5%
Cc1ccc(C)c(CN2C(=O)c3ccccc3S(=O)(=O)c3ccc(C(=O)N4CCCCC4)cc32)c1	10%	4%	-18%	-2%	-3%	-1%	12%
SMILES	GALK inhibitor	NTMT1 inhibitor	FH mod	B2AR arrestin ag	p53null 32C tox	TSG101-PTAP inh	p53null 39C kill
Cc1cc(C)n(-c2nc3cc(Cl)ccc3nc2N2CCN(c3cccc(C)c3C)CC2)n1	2%	3%	-11%	0%	4%	2%	18%
CC(C)(C)c1ccccc1NC(=O)CSc1nc(-c2cccs2)cc(C(F)(F)F)n1	0%	22%	-6%	1%	-4%	1%	-23%
COc1ccccc1NC(=O)CSc1nc2nccnc2c(=O)n1CCc1c[nH]c2ccccc12	-2%	5%	1%	-1%	-3%	-3%	0%
CCc1ccc2occ(CC(=O)NCc3ccccc3)c2c1	-3%	2%	-20%	0%	19%	-1%	11%
Cc1ccsc1CN(Cc1ccco1)C(=O)c1ccc(Cl)cc1	1%	11%	-1%	-2%	14%	1%	-16%
Cc1ccc(CNC(=O)CC(C)S(=O)(=O)c2cc3c(cc2C)NC(=O)CO3)cc1 (stereo not drawn)	-6%	8%	0%	-1%	4%	1%	-9%
Cc1ccc2oc3c(c(=O)c2c1)C(c1cccc(O)c1)N(Cc1ccccc1Cl)C3=O (stereo not drawn)	2%	10%	-2%	1%	4%	4%	-15%
CCN1CCN(C(c2ccccc2)c2c(O)cc(C)n(CCOC)c2=O)CC1 (stereo not drawn)	1%	10%	-6%	0%	-3%	1%	4%
CSc1nc(Nc2ccc(C)cc2C)cc(-c2ccccc2)n1	0%	-1%	?	-4%	-8%	-5%	-3%
NS(=O)(=O)c1ccc(NC(=O)COc2ccc(S(=O)(=O)NC3CCCCC3)cc2)cc1	0%	6%	-5%	-2%	-7%	-2%	-7%
Cc1ccc(Cn2c(CCCNC(=O)c3ccco3)nc3ccccc32)cc1	-2%	nt	nt	1%	-3%	-2%	-15%
CCCN1C(=O)C2(c3ccccc31)c1c(oc3ccc(F)cc3c1=O)C(=O)N2CCCOC(C)C (stereo not drawn)	1%	?	-2%	0%	6%	0%	3%
CCC(=O)N1CCc2cc(Br)cc(S(=O)(=O)CCC(=O)N3CCN(c4cc(C)ccc4C)CC3)c21	0%	-1%	-6%	0%	1%	0%	-16%
